# KDM5B inh: Primary screen for KDM5B Histone Demethylases FDH-coupled qHTS | Lysine-specific demethylase 5B (Homo sapiens), Q9UGL1 | KDM5B demethylase, FDH-coupled NADH fluorescence (FDH is formaldehyde dehydrogenase) | Potency, µM (series often up to 57.7 µM), for the others: top-dose activity change, negative = inhibition, hits mostly inhibitors | hit rate 2.6% among 220,000 | AID 1347165, 2019; active = well fitted inhibition curve with a large enough effect; inconclusive = small, poorly fitted or top-dose-only effect; inactive = no such curve, though single readings can be large or run the other way; also: 0% is about no effect; nearly all actives have a fitted effect of over 70% in size
# Target sequence (Q9UGL1 whole entry, looked up): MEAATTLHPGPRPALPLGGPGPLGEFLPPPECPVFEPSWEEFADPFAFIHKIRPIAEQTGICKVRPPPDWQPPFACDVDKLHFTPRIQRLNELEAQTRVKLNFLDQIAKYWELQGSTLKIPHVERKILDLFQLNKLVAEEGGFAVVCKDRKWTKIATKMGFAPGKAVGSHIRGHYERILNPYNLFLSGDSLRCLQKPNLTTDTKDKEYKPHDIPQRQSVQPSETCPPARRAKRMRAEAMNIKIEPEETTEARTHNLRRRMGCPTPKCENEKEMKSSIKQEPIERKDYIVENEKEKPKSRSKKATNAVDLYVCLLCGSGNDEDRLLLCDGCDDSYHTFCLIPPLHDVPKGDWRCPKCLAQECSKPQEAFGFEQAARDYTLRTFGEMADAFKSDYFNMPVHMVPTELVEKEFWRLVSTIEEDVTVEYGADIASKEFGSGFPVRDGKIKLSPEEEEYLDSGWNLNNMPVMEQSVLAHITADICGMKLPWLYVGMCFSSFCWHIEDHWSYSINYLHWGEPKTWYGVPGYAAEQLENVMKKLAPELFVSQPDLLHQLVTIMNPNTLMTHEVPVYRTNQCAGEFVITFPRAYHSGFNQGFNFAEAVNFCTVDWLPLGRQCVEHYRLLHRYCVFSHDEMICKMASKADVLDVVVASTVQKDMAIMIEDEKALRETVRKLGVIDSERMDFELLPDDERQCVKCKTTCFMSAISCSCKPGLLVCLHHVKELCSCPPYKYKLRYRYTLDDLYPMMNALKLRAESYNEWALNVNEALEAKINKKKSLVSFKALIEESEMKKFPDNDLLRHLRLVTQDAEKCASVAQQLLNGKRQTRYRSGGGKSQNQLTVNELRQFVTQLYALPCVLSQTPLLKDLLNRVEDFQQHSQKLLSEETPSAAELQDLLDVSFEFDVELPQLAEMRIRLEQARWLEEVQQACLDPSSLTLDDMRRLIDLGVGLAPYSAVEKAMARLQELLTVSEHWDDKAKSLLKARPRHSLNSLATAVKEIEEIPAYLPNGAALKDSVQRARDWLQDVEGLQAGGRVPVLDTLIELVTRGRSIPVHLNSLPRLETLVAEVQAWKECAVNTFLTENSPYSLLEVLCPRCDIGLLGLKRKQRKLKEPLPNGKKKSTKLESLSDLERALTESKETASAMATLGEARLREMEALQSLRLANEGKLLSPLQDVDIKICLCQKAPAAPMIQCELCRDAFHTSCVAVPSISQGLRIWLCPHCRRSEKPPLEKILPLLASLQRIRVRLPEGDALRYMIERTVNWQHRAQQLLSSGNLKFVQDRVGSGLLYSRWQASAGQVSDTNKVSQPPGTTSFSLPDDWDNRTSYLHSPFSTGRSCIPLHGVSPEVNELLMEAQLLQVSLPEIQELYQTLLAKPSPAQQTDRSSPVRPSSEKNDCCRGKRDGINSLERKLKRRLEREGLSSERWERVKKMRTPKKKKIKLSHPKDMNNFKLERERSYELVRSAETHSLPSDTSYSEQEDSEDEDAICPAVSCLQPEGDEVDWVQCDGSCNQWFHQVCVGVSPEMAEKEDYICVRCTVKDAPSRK
#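 qHTS format, multiple compound concentrations. Buffer 50 mM HEPES pH 7.5/0.01% Tween-20; 200 nM KDM5BΔAP final; 10 min compound preincubation; substrate-mix levels 12.5 µM peptide, 25 µM α-KG, 0.25 mM NAD⁺; 30 min RT; ΔRFU.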
# * = called active by the depositor; ? = inconclusive; [ ] = remark or other dose. Potency is read from the fitted curve at half-maximal effect. This is a subset; count on the stated rates, not on these rows.
KDM5B inh	SMILES
12.3%	CN(C)/C=C/C(=O)c1ccc([N+](=O)[O-])cc1
16.3%	O=C(O)[C@H]1c2ccccc2C(=O)N(Cc2ccc(F)cc2)[C@H]1c1ccc(Cl)cc1
-12.6%	NNC(=O)c1csc(-c2ccc(C(F)(F)F)cc2Cl)n1
6.2%	Cc1cccc(N2CCN(CC(=O)Nc3nncs3)CC2)c1C
?	O=C1Cc2c(-c3cccc(N4CCOCC4)c3)n[nH]c2CN1Cc1ccccn1
?	O=C(Nc1ccc(Br)cc1)c1cc2ccc(O)cc2oc1=O
41.2%[activator]	CCn1c(CN2CCN(c3nc4ccccc4s3)CC2)nnc1C1CC(N)C1 (stereo not drawn)
?	O=C(c1cccn1-c1nnc(N2CCCC2)s1)N1CCN(c2ccc(Cl)cc2)CC1
-10.0%	COc1ccc(C(=O)N2CCCC(CNC(=O)c3ccc(F)cc3)C2)cc1OC (stereo not drawn)
3.3%	CC(=O)N(CCC1(CCC(C)C)CCOC(C)(C)C1)Cc1ccco1 (stereo not drawn)

# Continuation:
KDM5B inh	SMILES
-29.7%	O=S(=O)(NCc1cc2cc(F)ccc2s1)c1ccc(Br)s1
19.4%	Cc1ccc2cccc(NC(=O)C(C)Oc3ccc(Cl)c(C)c3)c2n1 (stereo not drawn)
-29.6%	CCC(=O)N1CCc2sc(C(=O)NCc3ccc(Cl)cc3)cc2C1
-10.8%	O=C(Nc1ncccn1)C1=C(O)c2ccccc2S(=O)(=O)N1Cc1ccccc1
12.0%	Cc1cc(C)c(Cn2c(=O)n(CCC(=O)NCCc3ccccc3)c(=O)c3ccccc32)c(C)c1
?	Cc1nc(N2CCCCCC2)ncc1C(=O)O
-15.8%	O=C(NCc1ccco1)N[C@@H]1CCOC[C@H]1OCc1ccccc1
18.2%	COCCN1C(=O)CS(=O)(=O)C12CCN(C(=O)c1ccc(Cl)cc1)CC2
-4.4%	COc1cccc(CCNC(=O)c2c(C)noc2-c2cc(OC)cc(OC)c2)c1
-15.5%	O=C(N[C@@H](C(=O)NCc1cccnc1)c1ccccc1)C(c1ccccc1)c1ccccc1

# New compounds follow:
KDM5B inh	SMILES
-11.7%	CCOC(=O)c1cn(C)nc1S(=O)(=O)N1CCCC1
-18.5%	CCCC1=Nc2cc(C(=O)NCCCN3CCCCC3CC)ccc2Sc2ccc(C)cc21 (stereo not drawn)
-13.4%	NC(=O)C1CCN(CC[C@H]2CN(C(=O)Nc3ccc(C(F)(F)F)cc3)CC[C@H]2CC(=O)O)CC1
2.8%	Cc1ccc(S(=O)(=O)NCC(=O)N(CC(=O)NC2CCCC2)CC2CCCO2)cc1 (stereo not drawn)
-8.2%	Cc1cc2oc(=O)cc(CN3CCCCC3C)c2cc1Cl (stereo not drawn)
10.1%	CC(c1cc2ccccc2[nH]1)N(C)C(=O)C1CCN(CC(N)=O)CC1 (stereo not drawn)
?	CCOC(=O)C1CCCN(C(=O)c2cc3c(=O)n(C)c4ccccc4c3s2)C1 (stereo not drawn)
0.3%	Cc1nc(N2CCCCC2)n(CC(=O)Nc2cccc(Br)c2)c(=O)c1C
-26.2%	CC(C)CC(CNc1ccc2nnnn2n1)N1CCCC1 (stereo not drawn)
11.0%	Cc1ccc(CN(C)C(=O)c2cnc3ccccc3n2)c(C)c1

# Further records.
KDM5B inh	SMILES
0.0%	COc1ccc(C2N(C(=O)CN3CCCC3)CCCN2S(=O)(=O)c2ccccc2)cc1 (stereo not drawn)
-26.3%	CC(C)(C)C(=O)Nc1cccc(NC(=O)c2cc(F)c(Cl)cc2Cl)c1
-16.0%	O=C(NCC(=O)N1CCN(CC(=O)N2CCCC2)CC1)c1ccc(N2CCCC2=O)cc1
10.0%	COC(=O)C1=C(C)N(c2cc(C)ccc2C)C(=S)NC1c1ccsc1 (stereo not drawn)
5.6%	O=C(NC1CCN(Cc2cccc(C(F)(F)F)c2)CC1)C1CC=CCC1 (stereo not drawn)
-17.6%	CC(C)c1ccc(NC(=O)CCNC(=O)Cn2ccc3ccccc3c2=O)cc1
?	COc1ccccc1NC(=O)CSc1oc(-c2cccs2)nc1S(=O)(=O)c1ccccc1
15.6%[149 µM]	O=C1NCc2ccccc2CC12CCCCN2CC1CC=CCC1 (stereo not drawn)
-0.7%	O=C(CCc1ncc(-c2ccc(F)cc2F)o1)NCc1ccc2c(c1)OCO2
-11.6%	COCC(C)NC(=O)c1cc2cc(N(C)S(=O)(=O)c3ccc(C)cc3)ccc2s1 (stereo not drawn)

# Continued.
KDM5B inh	SMILES
10.6%	Cc1ccc2c(CC(=O)N3CCN(c4cccc(Cl)c4)CC3)coc2c1C
?	COc1ccc2c(c1)c1c(c(=O)n(CCc3ccccc3)c(=O)n1Cc1ccccc1)n2C
23.5%	CCc1noc(CC2CCOC3(CCN(S(=O)(=O)c4c(C)cc(C)cc4C)CC3)C2)n1 (stereo not drawn)
5.2%[115 µM]	CC(C)(C)c1cc(C(=O)N2CCN(c3ncccn3)CC2)nn2cccc12
?	Cc1ccc(S(=O)(=O)c2nnn3c2nc(NCc2ccc(F)cc2)c2sccc23)cc1C
7.5%	COc1cc(C2C3=C(CCCC3=O)Nc3nc(SC)nn32)ccc1O (stereo not drawn)
9.5%	Cc1ccc(C(=O)OCCOc2ccccc2Cl)cc1O
-10.8%	COCc1nc(NCCCc2c(C)noc2C)cc(C2CC(N)C2)n1 (stereo not drawn)
?	Cn1cc(CN2CCCCCCNC(=O)[C@@H]3CCC[C@@H]32)c2ccccc21
13.0%	CC(C)=CC(=O)Nc1ccccc1SC1CCCC1

# (list continues)
KDM5B inh	SMILES
7.9%	Cc1nc(-c2ccccc2)sc1CCNC(=O)C(=O)Nc1ccc2c(c1)OCCO2
25.6%	O=C(c1ccc(Br)cc1)N(C1CCCCC1)C1CCCCC1
7.3%	O=C([C@@H]1C[C@H](F)CN1C(=O)Nc1cccc(C(F)(F)F)c1)N1CCc2ccccc2C1
-7.1%	COc1ccc(-c2cc(C(=O)NN3CCOCC3)c3ccccc3n2)cc1OC
-4.7%	Cc1cccc(-n2ncc3c(NNC(=O)c4ccco4)ncnc32)c1
-11.9%	O=C(c1ccccc1Br)N(Cc1ccco1)Cc1ccco1
4.1%	COc1cccc(NC(=O)N2CCCC2C(=O)NC23CC4CC(CC(C4)C2)C3)c1 (stereo not drawn)
2.2%[115 µM]	O=C(Cc1ccc(F)cc1)N1CCC2(CN[S+](=O)([O-])c3cccnc3O2)C1 (stereo not drawn)
-14.5%	COc1ccc(C(=O)N2CCCC3(C2)NC(=O)N(Cc2ccccc2)C3=O)cc1 (stereo not drawn)
-3.3%	CC1(C(=O)NCCN2CCCCC2)CCCCC(=O)N1 (stereo not drawn)

# Structures from the list above with a tert-butyl group, in the order listed:
KDM5B inh	SMILES
-26.3%	CC(C)(C)C(=O)Nc1cccc(NC(=O)c2cc(F)c(Cl)cc2Cl)c1
5.2%[115 µM]	CC(C)(C)c1cc(C(=O)N2CCN(c3ncccn3)CC2)nn2cccc12

# Next records.
KDM5B inh	SMILES
4.4%	O=S(=O)(c1ccc(-c2ccon2)s1)N1CCCC1
?	O=C(NC1CCN(c2cc(-c3ccc(F)cc3)[nH]n2)C1)c1ccccc1 (stereo not drawn)
31.7%[activator]	O=C(c1cc[n+]([O-])cc1)N1CCC2(CCCN(CCC3CCCCC3)C2)C1 (stereo not drawn)
12.9%	O=C(NCc1noc(-c2ccccc2)n1)c1ccc(Br)o1
12.6%	CCC(C)N(C(=O)Cn1nnc(-c2ccc(F)cc2)n1)C1CCS(=O)(=O)C1 (stereo not drawn)
?	COc1ccc(-c2c(C#N)c(SCC(=O)Nc3ccc(C)c(C)c3)nc(C)c2C(=O)Nc2ccccc2)cc1OC
?	O=C(C1CCCN(c2nc3ncccc3o2)C1)N1CCN(Cc2ccccc2)CC1 (stereo not drawn)
-11.5%	COc1cccc2cc(-c3cc(=O)oc4cc(OCC(=O)C(C)(C)C)ccc34)c(=O)oc12
-28.1%	Cc1cc2n(n1)CCCN2C(=O)Nc1cccc(C)c1C
16.9%	O=C1NCCOCCN(S(=O)(=O)c2cccs2)[C@H]2CCC[C@@H]12

# Further structures:
KDM5B inh	SMILES
-16.4%	CN1CCN(c2nc3c(c(=O)[nH]2)CCN(Cc2ccc(Br)cc2)CC3)CC1
?	Cc1cc(NC(=O)C(C)(C)Oc2nn(CCOc3ccccc3)c3ccccc23)n(C)n1
10.0%	Cc1ccc2sc(N(Cc3cccnc3)C(=O)c3ccc(C#N)cc3)nc2c1C
31.6µM*	CCCCS(=O)(=O)N[C@@H]1CN(c2ncccn2)C[C@H]1CN(C)C
13.8%	OCCNC(=S)NCc1ccccc1
-6.7%	COCCN(Cc1ccco1)C(=O)c1nn(Cc2ccccc2)c(=O)c2ccccc12
18.1%	COc1ccc(N2CCN(C(CNC(=O)C(=O)NCc3cccnc3)c3ccco3)CC2)cc1 (stereo not drawn)
1.3%	COc1ccc(OCCOC(=O)c2nn(C)c(=O)c3ccccc23)cc1
14.3%	COc1ccccc1CNC(=O)CN1CCC(O)(c2ccc(F)cc2)CC1
-9.1%	Cc1ccccc1Cn1c(C)c(CNCc2ccccc2)c(C(=O)O)c1C

# Next records:
KDM5B inh	SMILES
?	Cc1csc2ncnc(N3CCN(C(=O)Nc4ccc(OC(F)(F)F)cc4)CC3)c12
8.4%	CCOc1ccc(C(=O)C(C)OC(=O)Cn2cnc3ccccc3c2=O)cc1 (stereo not drawn)
-1.4%	C=CCN(CC#CC(=C)C)Cc1ccccc1
8.9%	CCC1CCCCN1Cc1nc2c(c(=O)n(C)c(=O)n2C)n1CC(N)=O (stereo not drawn)
8.0%	CC(C)(C)NC(=O)N1CCCN(C(=O)C2CC2)C(c2ccccc2)CC(=O)NCC1 (stereo not drawn)
-14.1%	O=C(NCCc1ccncc1)c1cccc2c1CCN2C(=O)Nc1ccc(F)cc1
18.5%	Cc1cccc(-c2nc(S(=O)(=O)c3ccc(F)cc3)c(NCCCN3CCOCC3)o2)c1
-20.2%[115 µM]	CN(Cc1cccn1C)Cc1ccnn1C
-22.6%	S=C(NCCc1ccccc1)N/N=C/c1ccccc1Br
?	Cc1ccccc1C(=O)Nc1ccc2nc(N3CCN(C4CCCCC4)CC3)cc(C(=O)O)c2c1

# Continuation.
KDM5B inh	SMILES
-15.7%	Cn1cccc1C(=O)NC1CCN(C(=O)N2CC3CC(C2)[C@H]2CCCC(=O)N2C3)CC1 (stereo partly drawn)
2.2%	COc1ccccc1N(C(=O)c1ccco1)C(C(=O)NC1CCCC1)c1ccc(N2CCOCC2)cc1 (stereo not drawn)
-34.7%	COc1cc(OC)cc(-c2onc(C)c2C(=O)NC2Cc3ccccc3C2)c1
-8.2%	CSc1nc2c(c(=O)n(Cc3ccccc3)c(=O)n2C)n1Cc1ccccc1
?	O=C(NC[C@H]1Cn2c(-c3ccc4c(c3)OCO4)cnc2CO1)Nc1ccccc1
-7.8%	O=C(NCc1ccccc1)C(=O)Nc1c2c(nn1-c1ccccc1)CSC2
-15.0%	O=C(CCn1cncn1)N1CCc2[nH]nc(-c3cccc4ccccc34)c2C1
4.5%	Cc1nc(N2CCC(NC(=O)C3CCCO3)CC2)cc(C(F)(F)F)n1 (stereo not drawn)
16.5%	CCC(CO)NC(=O)c1nc(-c2ccc3[nH]ccc3c2)no1 (stereo not drawn)
-10.3%	CN(C)C(=O)c1cccc(NC(=O)c2cc(Br)c(Br)s2)c1

# Arranged by the number under KDM5B inh (descending): 7 from the list above
smiles	KDM5B inh
O=C(c1ccc(Br)cc1)N(C1CCCCC1)C1CCCCC1	25.6%
OCCNC(=S)NCc1ccccc1	13.8%
CC(C)=CC(=O)Nc1ccccc1SC1CCCC1	13.0%
COC(=O)C1=C(C)N(c2cc(C)ccc2C)C(=S)NC1c1ccsc1 (stereo not drawn)	10.0%
COc1ccc(C2N(C(=O)CN3CCCC3)CCCN2S(=O)(=O)c2ccccc2)cc1 (stereo not drawn)	0.0%
O=C(CCn1cncn1)N1CCc2[nH]nc(-c3cccc4ccccc34)c2C1	-15.0%
CCC(=O)N1CCc2sc(C(=O)NCc3ccc(Cl)cc3)cc2C1	-29.6%

# Carrying on.
KDM5B inh	SMILES
5.8%	O=C(COC(=O)C(c1ccccc1)c1ccccc1)Nc1ccc(N2CCOCC2)cc1
?	CN(C)c1cccc(C(=O)N2CCC3(CC2)NC(=O)N(c2cccc(Cl)c2)N3)c1
?	O=C(NCCn1ccn2nc(-c3ccc(F)cc3)cc2c1=O)c1ccsc1
10.8%	CC1=C(C(=O)Nc2ccc(C)cc2C)C(c2ccc[nH]2)n2ncnc2N1 (stereo not drawn)
?	COc1cc(CN2CCN(S(=O)(=O)c3ccc(F)cc3)CC2)cc(OC)c1OC
?	O=C(O)c1cccc2[nH]ccc12
-4.6%	Cc1ccc(C(=O)NCC(c2ccco2)S(=O)(=O)c2ccccc2)cc1C (stereo not drawn)
?	CN(Cc1ccccn1)c1ccc(-c2nc(Cc3ccc(F)cc3)no2)cn1
-13.9%[86.2 µM]	CC1=C[C@@H](CN(C)CCN(C)C)[C@H](C(C)C)C[C@H]1Cc1nnc(-c2ccccc2)o1
15.4%	CC(=O)c1c(C)n(-c2cccc(Cl)c2)c2ccc(O)cc12
-48.4%	CCC(C)N1CCC(CN)C1 (stereo not drawn)
-12.3%	O=C(Nc1c2c(nn1-c1ccc(Cl)cc1)CS(=O)(=O)C2)c1cccc(F)c1
20.1%	Cn1cc(S(=O)(=O)N2CCC(C(=O)Nc3cccc(F)c3)CC2)cc1C(N)=O
